# Screening results (PubChem)
# TGFb inhibitor: blocks TGF-b signaling; Potency, µM (series often up to 46.1 µM), inactives show top-dose activity, negative = inhibition, actives largely listed as inhibitors; actives 1.2% (n = 410,000); HepG2 CAGA-GFP TGF-b/SMAD3 reporter, GFP fluorescence, 18 h; TGF-beta stimulated, 500 pg/mL final; also: potency is read from the fitted curve at half-maximal effect; % is scaled to controls: 0 for no effect and ±100 for the full control effect; nearly all actives have a fitted effect of over 65% in size
#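 Inhibition of TGF-beta-driven CAGA-GFP reporter expression in HEPG2 cells is measured by cellular GFP fluorescence after 18 h stimulation with 500 pg/mL recombinant TGF-beta in 1% FBS medium at 37 degrees C.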
# HepG2 viability: kills HepG2 cells in TGF-b inhibitor counter-screen; HepG2 CAGA-GFP viability, ATP luminescence, 18 h; Potency, µM (top dose mostly 46.1 µM), inactives show at the top dose activity change, negative = cytotoxicity, hits mostly cytotoxic; actives 0.76% (n = 410,000); AID 588856; also: potency is read from the fitted curve at half-maximal effect; some results filed as inactive show a strong effect at the top dose
#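 CellTiter-Glo luminescence gave cytotoxicity after 18 hours at 37 degrees C. The cells were HepG2 CAGA-GFP in 1% FBS DMEM, stimulated with 500 pg/mL TGF-beta after compound addition. %Activity was normalised to no-cell wells (complete cell-killing) and DMSO (no toxicity), and curves were fitted and classified.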
# CCT chaperon mod: changes cytosolic chaperonin activity; purified chaperonin ATPase assay, HTRF ADP detection, 30 min; activity change, % (test concentration not listed), hits read low; actives 0.3% (n = 360,000); AID 651819; in the data active = activity change below about -30%; also: % is scaled to controls: 0 for no effect and ±100 for the full control effect
#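 First, chaperonin was dispensed at 40 nM or 20 nM final depending on batch activity. Next, compounds were pinned at 76 uM and ATP added at 10 uM. After 30 min at 37 °C, ADP detection reagents ran 30 min at ambient temperature.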
# Nrf2 ARE act: Nrf2 pathway activation. AREc32 ARE-luciferase reporter (MCF7-derived line), luminescence, 24 h. Potency, µM (titrated, usually from 46.1 µM), without a hit: at the top dose activation, usual class: activators. actives 0.31% (n = 410,000). AID 624171; also: potency is read from the fitted curve at half-maximal effect; % of control where 0% means no effect; nearly all actives have a fitted effect of over 65% in size
#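 Nrf2 activation is followed as ARE-luciferase induction in the AREc32 line after one day of compound treatment; luminescence is read with Steady-Glo.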
# Mm-Cpn inhibitor: blocks the Methanococcus maripaludis chaperonin Mm-Cpn; purified Mm-Cpn ATPase, ADP Transcreener TR-FRET; Potency, µM (doses to about 76.9 µM), inactives show at the top dose activity, negative = inhibition, most hits filed as inhibitors; actives 0.031% (n = 330,000); also: potency is read from the fitted curve at half-maximal effect; % is scaled to controls: 0 for no effect and ±100 for the full control effect; nearly all actives have a fitted effect of over 80% in size
#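 Measured: ADP formation by purified Mm-CPN. Conditions: 25 nM protein, 10 uM ATP, Tris pH 7.4 with Mg2+, K+ and DTT, 37°C for 30 min. Detection: Transcreener HTRF after 30 min at room temperature.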
# Abeta yeast res: restores growth of yeast expressing A-beta42 peptide | yeast expressing A-beta42, growth rescue, OD600, 48 h; response scale: 0% DMSO, 100% iron-clioquinol control | Potency, µM (titrated, usually from 46.1 µM), for inactives: at the top dose growth rescue, actives largely listed as activators | actives 0.063% (n = 410,000); also: potency is read from the fitted curve at half-maximal effect; nearly all actives have a fitted effect of over 55% in size
#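 Growth rescue measured by 600 nm absorbance after 48 h yeast culture at 30 C with compound. Values normalized between DMSO and an equimolar ferric chloride plus clioquinol control.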
# A549 viability: A549 cytotoxicity, counter-screen for Nrf2 inhibitors | A549 ARE-Fluc cells, CellTiter-Fluor viability, 18-24 h | Potency, µM (highest dose often 46 µM), without a hit: at the highest dose activity change, negative = cytotoxicity, usual class: inhibitors | actives 0.16% (n = 390,000) | AID 504648; also: potency is read from the fitted curve at half-maximal effect; % is scaled to controls: 0 for no effect and ±100 for the full control effect
#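 A549 ARE_Fluc cells in 5% FBS OPTI-MEM were exposed to compounds in concentration-response for 18-24 h at 37 deg C. Viability was read by CellTiter-Fluor fluorescence (Ex 405/Em 525) after 30 min, before the luciferase read.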
# Nrf2 inh: blocks Nrf2 signaling. Potency, µM (top dose mostly 46 µM), without a hit: at the top dose activity change, negative = inhibition, actives largely listed as inhibitors. A549 ARE-Fluc reporter, luciferase luminescence, 18-24 h. actives 2.1% (n = 360,000); also: potency is read from the fitted curve at half-maximal effect; % is scaled to controls: 0 for no effect and ±100 for the full control effect; nearly all actives have a fitted effect of over 60% in size
#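 A549 ARE_Fluc cells, 5000/well, 5% FBS OPTI-MEM; compounds in dose-response, 18-24 h at 37 °C/5% CO2; CellTiter-Fluor viability read (Ex 405/Em 525), then BugLite luciferase luminescence = Nrf2 activity.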
# Akt phos inh: inhibitors of Akt phosphorylation | actives 0.32% (n = 360,000) | Neuro2A IGF-stimulated pAkt S473 HTRF, 20 min; stronger effect = lower value | activity change, % for hits at 50 µM; in the data active = activity change below about -80%; inconclusive = mostly about -51% to -80%; also: % is scaled to controls: 0 for no effect and ±100 for the full control effect
#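 Neuro2A cells (4,500/well, DMEM with 0.5% FBS) were treated with compound at a single 50 µM final concentration, stimulated with 6 nM IGF for 20 min at 37 °C, and lysed. Phospho-Akt Ser473 was read by HTRF as 665/615 ratio ×10^4.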
# * hit, by the source's call; i = inactive; ? = inconclusive; / = not tested or not shown; & = joins results of further samples; [ ] = remark or other dose. Unless noted, calls follow the shape of the dose curve; as a rule, active = well fitted curve in the direction sought with a large enough effect; inconclusive = small, poorly fitted or top-dose-only effect, or another doubt; inactive = no such curve, though single readings can be large; an effect the other way counts as inactive or inconclusive.
# Below each compound: TGFb inhibitor, HepG2 viability, CCT chaperon mod, Nrf2 ARE act, Mm-Cpn inhibitor, Abeta yeast res, A549 viability, Nrf2 inh, Akt phos inh
Fc1ccc(-c2oncc2-c2nnnn2-c2ccccc2)cc1F
 : -3%, -14%, -2.9, -0.9%, 1%, -8%, -1%, 4%, i
Cc1ccc(-n2c(N)c(Br)c(=O)[nH]c2=O)cc1C
 : 5%, 1%, 1.5, 0.2%, -1%, 3%, -6%, -14%, i
COc1ccc(S(=O)(=O)NCCc2nnc3ccc(SCC(=O)Nc4cc(C)on4)nn23)cc1
 : -3%, -1%, 0.4, 0.0%, 1%, -19%, 2%, 1%, i
COC(=O)C(C)NC(=O)C(C)NC(=O)OCc1ccccc1 (stereo unspecified)
 : 5%, -12%, -2.0, -0.1%, ?, 13%, 0%, 8%, i
COc1ccc(-c2cc(C(=O)Nc3c(C)nn(Cc4ccccc4)c3C)no2)cc1
 : 4%, -36%, -1.8, 2.1%, 2%, -1%, 0%, ?, i
COc1cccc(NC(=O)Cn2nnc(C(=O)NCCc3ccccc3)c2N)c1
 : -1%&-23%, -3%&-27%, -0.6, 0.2%&-0.8%, -1%, 3%&-11%, -2%&1%, 7%&-13%, i
COc1ccc(Sc2ncnc3onc(C)c23)cc1
 : 11%, 15%, -0.7, 2.6%, 0%, -12%, 9%, -6%, i
O=C(NC1CCCC1)C(c1ccc(Cl)cc1)N(Cc1ccc(F)cc1)C(=O)CCl (stereo unspecified)
 : 7%, 10%, -3.2, -0.3%, 0%, 10%, -2%, -7%, i
CC(=O)NC1=NN(C(C)=O)C2(S1)C(=O)N(CC(C)C)c1ccc(C)cc12 (stereo unspecified)
 : -29%, -4%, 2.0, -0.2%, -4%, -1%, -14%, 2%, i
O=C(NC(=S)Nc1ccc(Cc2ccncc2)cc1)c1ccccc1F
 : ?, -32%, -3.6, 3.4%, -3%, 2%, -15%, ?, i
CCC(NC(=O)c1cc(COc2cncc(Cl)c2)on1)c1ccncc1 (stereo unspecified)
 : -12%, -2%, -0.1, 1.8%, -1%, -4%, 6%, ?, i
O=C(CSc1nnc(COc2ccccc2)o1)Nc1cc(C(F)(F)F)ccc1Cl
 : 4%, -12%, /, -0.7%, /, 3%, 7%, 4%, /
CCn1c(C)nc2cc(C(=O)NNC(=S)Nc3ccc(OC)cc3)ccc21
 : -1%, 5%, -3.5, 2.4%, 1%, -14%, 3%, -9%, i
Cc1occc1-c1nnc(SCC(=O)c2ccc(Cl)cc2)n1CC1CCCO1 (stereo unspecified)
 : 5%, -13%, 0.0, -0.6%, 0%, 22%, -4%, 10%, i
O=C1OC(c2ccccc2)=N/C1=C\N1CCCCC1
 : -6%, -33%, -1.1, 2.3%, 2%, -4%, 1%, ?, i
CC1CCCN(C(=O)Cn2nnc(-c3cccnc3)n2)C1 (stereo unspecified)
 : 8%, -20%, -3.2, -0.4%, 2%, 13%, 1%, 13%, i
C/C(CC(=O)Nc1ccc(Cl)cc1C(F)(F)F)=N\NC(=O)c1cccs1
 : ?, -54%, -4.0, 5.1%, -2%, -6%, 0%, 24%, i
Oc1ccc(/C=N/N2CCCCC2)c(O)c1O
 : -1%, 1%, -0.2, 0.3%, -1%, -4%, -1%, 4%, i
O=C(NC(C(=O)c1ccccc1)n1cnccc1=O)c1ccccc1 (stereo unspecified)
 : 5%, 7%, 1.7, 2.2%, 1%, 13%[9.22 µM], -6%, /, i
CC(=O)c1ccc(NC(=O)Cn2c(=O)nc(-c3ccccc3)c3ccccc32)cc1
 : -16%, 2%, /, -0.1%, /, -11%, -2%, /, /

# 5 neighbouring compounds already listed, for reference:
# Below each compound: TGFb inhibitor, HepG2 viability, CCT chaperon mod, Nrf2 ARE act, Mm-Cpn inhibitor, Abeta yeast res, A549 viability, Nrf2 inh, Akt phos inh
CC1CCCN(C(=O)Cn2nnc(-c3cccnc3)n2)C1 (stereo unspecified)
 : 8%, -20%, -3.2, -0.4%, 2%, 13%, 1%, 13%, i
C/C(CC(=O)Nc1ccc(Cl)cc1C(F)(F)F)=N\NC(=O)c1cccs1
 : ?, -54%, -4.0, 5.1%, -2%, -6%, 0%, 24%, i
Oc1ccc(/C=N/N2CCCCC2)c(O)c1O
 : -1%, 1%, -0.2, 0.3%, -1%, -4%, -1%, 4%, i
O=C(NC(C(=O)c1ccccc1)n1cnccc1=O)c1ccccc1 (stereo unspecified)
 : 5%, 7%, 1.7, 2.2%, 1%, 13%[9.22 µM], -6%, /, i
CC(=O)c1ccc(NC(=O)Cn2c(=O)nc(-c3ccccc3)c3ccccc32)cc1
 : -16%, 2%, /, -0.1%, /, -11%, -2%, /, /

# New compounds follow
SMILES,TGFb inhibitor,HepG2 viability,CCT chaperon mod,Nrf2 ARE act,Mm-Cpn inhibitor,Abeta yeast res,A549 viability,Nrf2 inh,Akt phos inh
COCCCn1c(Cc2csc(Nc3cccc(Cl)c3)n2)nnc1SCC(=O)OC1CCCCC1,-30%,-4%,-2.0,-0.8%,3%,21%,-7%,2%,i
COc1ccc(NC(=S)NCCc2ccccc2)c(OC)c1,1%,-25%,1.0,-0.7%,-1%,-2%,-1%,4%,i
COC(=O)c1c(C)[nH]c(C(=O)OCC(=O)c2ccc(C)s2)c1C,1%,-7%,-2.3,6.3%,0%,-2%,-8%,?,i
COC(=O)c1ccc2c(=O)[nH]c(COC(=O)c3c(-c4ccccc4Cl)noc3C)nc2c1,-15%,5%,-1.0,1.8%,2%,22%,0%,?,i
COc1cccc(CNC(=O)Cn2ncn3c(cc4ccccc43)c2=O)c1,0%,-13%,/,0.2%,/,-13%,-2%,?,/
CC1CCC(NC(=O)Cn2cnc3sccc3c2=O)CC1 (stereo unspecified),-1%,-2%,-0.4,0.5%,4%,4%,12%,18%,i
CCOc1ccc2c(c1)[C@@H]1C=CC[C@@H]1[C@H](c1ccccc1Cl)N2,-22%,-34%,/,2.3%,/,-16%,0%,9%,/
CC(C)C(=O)Nc1ccc2nc(SCC(=O)N3CCOCC3)sc2c1,-4%,-2%,/,5.1%,/,-6%,-1%,16%,/

# Later entries:
SMILES,TGFb inhibitor,HepG2 viability,CCT chaperon mod,Nrf2 ARE act,Mm-Cpn inhibitor,Abeta yeast res,A549 viability,Nrf2 inh,Akt phos inh
Cc1ccc(-c2noc(C3CCN(S(=O)(=O)c4ccc5c(c4)OCCO5)CC3)n2)o1,-17%,-21%,-13,1.5%,0%,7%,-11%,6.5µM*,i
Cc1noc(C)c1S(=O)(=O)Nc1ccc(O)c2c(=O)cc(-c3ccccc3Cl)oc12,-14%,-19%,-0.7,4.1%,1%,-6%,7%,9%,i
CN(CC(=O)Nc1ccccc1Cl)C(=O)COC(=O)c1ccc(=O)n(Cc2ccccc2)n1,0%,2%,-0.3,0.2%,-2%,-14%,2%,0%,i
CNC(=S)NCc1ccc(Cl)cc1,-14%,-8%,-1.8,-0.8%,/,9%,0%,13%,i
O=C(COc1ccc(-n2cnnn2)cc1)Nc1ccc(F)c(Cl)c1,-21%,-4%,-3.8,-0.6%,0%,8%,1%,?,i
Cc1noc(C)c1S(=O)(=O)N(C)C[C@@H]1OCc2cnnn2CCCC(=O)N([C@H](C)CO)C[C@@H]1C,10%,-1%,1.4,-0.5%,/,1%,/,/,i
Nc1cccc(/C=C/C(=O)O)c1,1%,3%,-2.2,-0.5%,0%,?,0%,8%,i
CCn1cc(C(=O)NN)c(=O)c2cc(F)c(N3CCCCC3)cc21,6%,-2%,-0.8,0.1%,0%,-18%,0%,-7%,i

# New compounds follow:
SMILES,TGFb inhibitor,HepG2 viability,CCT chaperon mod,Nrf2 ARE act,Mm-Cpn inhibitor,Abeta yeast res,A549 viability,Nrf2 inh,Akt phos inh
CCCC(C(=O)NC1CCCC1)N(C(=O)Cn1nnc(-c2ccc(C)o2)n1)c1ccccc1F (stereo unspecified),31%[activator],-10%,-1.4,0.5%,2%,-7%,-17%,-20%,i
O=C(CC1(O)C(=O)N(CN2CCOCC2)c2ccccc21)c1ccccc1 (stereo unspecified),-2%,-20%,-0.8,1.7%,/,8%,-1%,?,i
Cc1cc(C)c(NC(=O)C2CCC(=O)N2)c(C)c1 (stereo unspecified),7%,4%,1.8,-0.2%,1%,7%,-3%,7%,i
Cc1ccc(S(=O)(=O)N(C)CC(=O)NC2CCCC2)cc1,6%,9%,-1.8,0.1%,1%,3%,14%,3%,i
COc1ccccc1NS(=O)(=O)c1cccc(C(=O)N/N=C/c2ccc(OCC(=O)O)cc2)c1,8%,1%,-2.6,-0.4%,0%,7%,-4%,8%,i
COc1ccc(NS(=O)(=O)c2cccc(C(=O)NNC(=O)c3cncc(Br)c3)c2)cc1,-23%,-6%,-0.6,0.7%,-1%,23%,-4%,7%,i
Cc1cc(C)c2c3c(sc2n1)C1(CCSCC1)C(C#N)=C(N)O3,-14%,-22%,-1.4,11%,4%,0%,-7%,-20%,i
O=C(Nc1ccc2c(c1)OCO2)c1ccc(S(=O)(=O)NCC2CCCO2)cc1 (stereo unspecified),3%,-12%,0.9,4.1%,-13%,-1%,8%,-18%,i
NC(=O)c1cccc(-c2csc(C(O)c3cccc(Cl)c3)n2)c1 (stereo unspecified),5%,-21%,0.1,5.3%,/,14%,/,/,i
Cn1c(/C=C/N2CCOCC2)c(C(=O)c2ccc(Br)cc2)c(=O)n(C)c1=O,3%,-4%,-2.9,3.4%,/,-6%,-5%,/,i
